High-throughput results as filed in PubChem BioAssay.
NRP1-CendR mod: NRP-1/CendR interaction modulation. inhibition, % at 25 µM. FAM-RPARPAR peptide binding to NRP-1, fluorescence polarization. hit rate 0.85% among 360,000;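 active = inhibition or corrected inhibition above about 18%, plus a signal ratio from 0.5 to 1.5, limit read from the data, passing the limit was not always enough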; also: strong numbers were not always called active
MT1-MMP act inh: inhibitors of human MT1-MMP activation. P50281. HT1080 RFP-PRO-GFP cells, GFP/RFP ratio fluorescence, overnight; percent of plate control window, DMSO zero. GFP/RFP ratio change, % at 20 µM. hit rate 0.061% among 360,000. AID 651647;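 active = GFP/RFP ratio change of at least 30% with cell ATP level not reduced by more than half and red fluorescence within 50% of control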; also: strong numbers were not always called active
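Test system: HT1080 RFP-PRO-GFP cells; Benchmarks: DMSO and RFP-L50D-GFP cell wells; Timing: cells overnight before dosing, compound overnight, 37 °C, 5% CO2; Compound: one 20 µM compound dose with 1% DMSO; Read-out: GFP/RFP fluorescence ratio.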
FAS TE block: inhibitors of human fatty acid synthase thioesterase domain. P49327. recombinant FAS-TE, OMFH fluorogenic substrate, fluorescence endpoint. inhibition, % at 15 µM. hit rate 0.67% among 360,000;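 active = compounds whose normalised, plate-corrected inhibition of enzyme fluorescence in the single-dose primary screen is 50% or more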;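 also: 0% = DMSO with enzyme and 100% = substrate without enzyme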
MsrA inh: inhibits bovine methionine sulfoxide reductase A; purified bovine MsrA, absorbance read-out; inhibition, % at 15.5 µM; hit rate 0.75% among 360,000; AID 651718; in the data active = inhibition above about 4.5%;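 also: 0% = vehicle wells with enzyme and 100% = reference inhibitor wells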
Rin1-Abl PPI inh: human Rin1-Abl interaction inhibition; TR-FRET Rin1/Abl binding, biochemical; inhibition, % at 7.35 µM; AID 588664; hit rate 0.4% among 360,000; in the data active = inhibition above about 5%, passing the limit was not always enough
bovine MsrA act: activates bovine MsrA enzyme; purified bovine MsrA, absorbance read-out; AID 602163; hit rate 0.3% among 360,000; activation, % at 10.6 µM; in the data active = activation above about 7.5%;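 also: 0% = vehicle and 100% = reference activator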
Neddyl block: inhibitors of human cullin neddylation; P61081+Q13564; TR-FRET cullin neddylation, biochemical; calls only at 25 µM; hit rate 0.58% among 360,000; AID 651699; in the data active = inhibition above about 36%
E coli Lon inh: inhibitors of E. coli Lon protease; purified E. coli Lon protease, fluorescence polarization; hit rate 0.42% among 360,000; AID 602123; inhibition, % at 7.94 µM; in the data active = inhibition above about 13%, passing the limit was not always enough;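 also: 0% = enzyme with probe and DMSO and 100% = no enzyme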
SKN-1 inh: C. elegans SKN-1 inhibition. C. elegans VP596 Pgst-4::GFP/RFP ratio, acrylamide-induced, 24 h. inhibition, % at 21.8 µM. hit rate 0.49% among 360,000. AID 624304;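 active = interference check ratio from 0.5 to 1.5 plus GFP to RFP signal ratio inhibition reaching or exceeding a fixed threshold, cut at about 30% in these data, passing the limit was not always enough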; also: some compounds called inactive have numbers as strong as hits
* marks the source's active call; other numbers are inactive results; i = inactive; . = no result given.

Preview:
SMILES	NRP1-CendR mod	MT1-MMP act inh	FAS TE block	MsrA inh	Rin1-Abl PPI inh	bovine MsrA act	Neddyl block	E coli Lon inh	SKN-1 inh
COc1cccc(NC(=O)CSCc2nc3sc(C)c(C)c3c(=O)[nH]2)c1	-20	-1	-8	1.1	1	-5	i	1	13
c1ccc(/N=C2\N=C(Nc3ccccn3)c3ccccc32)nc1	-9	0	10	0.6	-1	-5	i	1	5

The whole of this part, from the first entry:
SMILES	NRP1-CendR mod	MT1-MMP act inh	FAS TE block	MsrA inh	Rin1-Abl PPI inh	bovine MsrA act	Neddyl block	E coli Lon inh	SKN-1 inh
COc1cccc(NC(=O)CSCc2nc3sc(C)c(C)c3c(=O)[nH]2)c1	-20	-1	-8	1.1	1	-5	i	1	13
c1ccc(/N=C2\N=C(Nc3ccccn3)c3ccccc32)nc1	-9	0	10	0.6	-1	-5	i	1	5
COc1ccc2[nH]c(=O)c(CN(C(C)=O)c3cccc(C)c3)cc2c1	-2	-3	-2	0.7	0	-2	i	-9	-4
COC(=O)C1=C(C)N(C)C(=O)NC1c1c(O)ccc2ccccc12 (configuration not stated)	8	-2	-2	0.7	2	1	i	0	2
CCCCCCNc1ccc(C(=O)OCC)cc1	21	4	-11	-0.8	0	0	i	5	-3
Cc1cc(C)c(C)c(S(=O)(=O)N2CCN(C(=O)c3cc(S(=O)(=O)N4CCOCC4)ccc3F)CC2)c1C	-7	1	27	0.1	5	-8	i	7	-4
CSCC[C@H](NC(=O)NCc1cccs1)C(=O)O	7	-4	-4	-0.5	3	1	i	-3	-8
O=S1(=O)CCOC[C@H](c2ccccc2)N1Cc1ccccc1F	7	3	8	1.0	-1	-3	i	-7	9
CCC1=C(Nc2ccccc2)COC1=O	-7	-3	-10	0.6	-1	-9	i	-13	-2
Cc1ccc(C)c(NC(=O)Cn2nc([N+](=O)[O-])c(Br)c2C)c1	10	5	-7	1.3	2	-1	i	9	7
Cn1c(=O)c(=O)n(C)c2cc(N3CCCC3)c(NS(=O)(=O)c3ccc(F)cc3)cc21	14	3	5	2.7	-2	-2	i	9	23
CCc1ccc(NC(=O)CCNS(=O)(=O)c2cccs2)cc1	2	4	-2	0.4	2	2	i	-6	-1
CC(=O)c1cc(NC(=O)c2ccc(C)cc2)c(=O)oc1/C=C/N(C)C	41	-25	-82	0.7	-11	0	i	-84	23
O=C(O)C1C2C=CC(C2)C1C(=O)NCCC1=CCCCC1 (configuration not stated)	4	0	-7	-0.3	1	-1	i	-6	11
COc1cc(NC(=O)c2ccccc2F)ccc1NC(=O)c1cc2ccccc2o1	-6	2	2	-0.2	-2	-3	.	16*	3
CC(=O)Nc1cccc(S(N)(=O)=O)c1C	5	2	-4	1.7	-2	-9	i	9	-8
CSc1ccccc1NC(=S)N/N=C/c1cccn1Cc1cccc(C)c1	4	1	1	-0.1	2	-2	i	8	13
N#Cc1c(N)nc2c(c1-c1ccc(F)cc1)CCC2	-5	0	7	1.8	1	-5	.	-1	-1
COc1ccccc1OCC(=O)NN=C(Cc1ccccc1)Cc1ccccc1	-4	2	8	-0.1	-4	-6	i	-2	-2
COCCOC(=O)c1[nH]c2c(c1C)C(=O)CC(c1ccco1)C2 (configuration not stated)	-22	8	-3	-1.4	2	1	i	-5	17
Cc1oc2c(c1C(=O)N1CCOCC1)C(=O)c1ccccc1C2=O	14	-2	-2	14*	-6	5	i	4	-12
CCC(=O)c1ccc(N2CCN(C(=O)c3ccccc3)CC2)c(F)c1	10	6	-8	-0.1	-2	-12	i	-6	-3
CCOc1ccnc(OCC)c1Br	0	-5	-7	0.7	-1	-2	i	9	2
Cn1ncc2c(NNC(=O)c3ccc(Cl)cc3Cl)ncnc21	-1	3	-6	1.5	4	-1	i	4	5
COc1cc(-c2noc(-c3ccccc3C(=O)NCc3ccco3)n2)cc(OC)c1OC	3	18	6	-1.6	1	-11	i	-6	12
O=C(OCc1csc(-c2ccccc2)n1)c1cccs1	-7	6	8	-0.2	-2	-5	i	4	3
Cc1nc2ccc(NC(=O)c3ccc(Cl)c([N+](=O)[O-])c3)cc2s1	-10	-2	15	-0.1	-1	-2	i	-2	-2
CCC1CCCCN1CCNC(=O)CNS(=O)(=O)c1ccc2nc(C)sc2c1 (configuration not stated)	22	2	-7	-0.2	4	-11	i	-7	13
COc1ccc(C=C2NC(=S)NC2=O)cc1	7	1	-3	3.5	-6	1	i	-2	6
COc1cccc(NC(=O)CNC(C)CCC(C)C)c1 (configuration not stated)	5	.	-3	-0.5	2	-12	i	1	18
CN(C)S(=O)(=O)c1ccc(C(=O)OCC(=O)Nc2ccccc2OC(F)F)cc1	9	0	3	0.3	-2	0	i	5	12
CCCN1CCN(CC(=O)Nc2nc3ccccc3s2)CC1	13	-3	-3	-0.5	2	-3	i	-2	5
O=C(COc1ccc(F)cc1)Nc1ccccc1N1CCOCC1	-1	0	5	-1.2	-2	-2	i	-1	0
COc1ccc2[nH]cc(C(=O)CN(C)CCc3ccc(OC)c(OC)c3)c2c1	-30	3	-5	0.6	-4	-2	i	4	7
COc1ccc(Br)c(C(=O)N2CCCC2(C)C(=O)NCC(C)C)c1 (configuration not stated)	0	7	-9	0.7	-1	-11	i	5	-7
O=C(Nc1ccc2ccccc2c1)/C(=C\c1ccc2c(c1)OCO2)NC(=O)c1ccco1	-15	-7	40	3.6	2	-4	i	1	-1
COC(=O)c1cc(S(=O)(=O)NCc2cccc(Br)c2)c[nH]1	-2	-2	-4	-0.7	2	-2	i	-4	5
O=C(O)c1cccc(NC(=O)c2cccc(S(=O)(=O)N3CCCCC3)c2)c1	-6	4	-5	-0.6	2	-1	i	-2	14
O=C1N[C@@H](Cc2ccccc2)C(=O)N2[C@@H]1C[C@@]1(Br)c3ccccc3N(S(=O)(=O)c3ccccc3)[C@@H]21	-16	-1	8	0.6	0	-1	i	2	16
C=CCn1c(SCC(=O)NC2CCCCC2)nnc1-c1sc(N)nc1C	-5	3	-16	-1.1	2	-8	i	-1	-11
CCN1CCN(c2cc3c(cc2F)c(=O)c(S(=O)(=O)c2ccccc2)cn3C)CC1	-4	0	-9	0.9	-7	-1	.	6	27
COc1ccccc1NC(=O)Cn1c2ccc(F)cc2c2nc3n(c(=O)c21)CCS3	0	-2	16	0.5	-2	-1	i	3	1
COc1ccc(C2NC(C(=O)O)Cc3c2[nH]c2ccccc32)cc1CN1CCN(c2ccc(F)cc2)CC1 (configuration not stated)	-12	-9	0	-1.2	7	-2	i	-21	6
C=CCN(c1ccccc1Cl)S(=O)(=O)c1cccc(C(=O)NCCc2ccc(OC)cc2)c1	0	-3	28	-0.5	-2	-11	i	1	0
C=CCNC(=O)C1CC1(c1ccccc1)c1ccccc1 (configuration not stated)	2	1	-13	-0.1	3	-3	i	4	9
Fc1ccc(C(c2ccc(F)cc2)N2CCN(C/C=C/c3ccccc3)CC2)cc1	2	-11	26	-1.0	2	8.4*	i	1	-11
CN(Cc1ccsc1)C(=O)CCc1nnc(Cc2c[nH]c3ccccc23)o1	8	-1	-3	0.0	4	-4	i	1	-7
CC(C)c1ccc(O)c(NC(=O)c2cccnc2)c1	2	2	-2	0.0	3	0	i	1	8
COc1ccc(-c2cc(=O)oc3c(C)c(OC(C)C(C)=O)ccc23)cc1 (configuration not stated)	2	-17	21	22*	0	-2	i	6	13
CCc1cc2c(=O)c(-c3cnn(-c4ccccc4)c3)c(C)oc2c(CN2CCCCC2)c1O	-1	-7	4	0.6	1	0	.	-6	-1
(list continues)
SMILES	NRP1-CendR mod	MT1-MMP act inh	FAS TE block	MsrA inh	Rin1-Abl PPI inh	bovine MsrA act	Neddyl block	E coli Lon inh	SKN-1 inh
Cc1cccc(NNC(=S)Nc2c(C)cccc2C)c1	17	1	-1	1.3	1	8.0*	i	-3	24
N#Cc1ccc(OCC(=O)Nc2cc(S(=O)(=O)N3CCCCC3)ccc2N2CCCCC2)cc1	-6	2	20	1.3	-1	-4	i	-1	16
COc1ccc(OCc2cc(C(=O)N(C)Cc3cnccn3)no2)c(Cl)c1	9	0	-5	1.3	-1	-3	i	-5	5
CCNC(=S)NNC(=O)c1cc(C2CC2)nc2ccccc12	-6	1	-7	0.3	1	-1	i	2	-3
CCCC(C(=O)NC1CCCC1)N(C(=O)Cn1nnc(-c2ccc(C)o2)n1)C1CCCC1 (configuration not stated)	-11	-9	8	.	5	-1	i	0	18
CCOc1ccc(-c2nc(CSCC(=O)NC3CCCc4ccccc43)c(C)o2)cc1 (configuration not stated)	11	-12	21	1.0	-2	-2	i	-1	-2
COc1ccc(N2CCN(CC(=O)NCc3ccccc3)CC2)cc1	-2	0	-2	-0.7	5	-2	i	-4	-8
CCc1nn2c(=O)c(S(=O)(=O)Nc3cccc(F)c3)c(C)nc2s1	5	3	1	1.2	1	2	i	-19	11
N#Cc1ccc(CSc2nnc(-c3ccncc3)n2CCc2ccccc2)cc1	1	-1	-2	0.1	2	-3	i	5	1
Cc1sc(=NC(=O)c2ccco2)n(C)c1-c1ccc(Cl)cc1	6	5	8	3.8	2	-3	i	4	-2
CC(=O)CSc1nnc(C(F)(F)F)n1C	10	-1	-3	0.3	-1	-3	i	-5	-3
C[C@H](NC(=O)c1ccccc1)C(=O)OCC(=O)Nc1ccc(Cl)cn1	-1	1	-4	-0.3	4	-2	i	-7	16
COc1ccc(CCNC(=O)Cc2ccc([N+](=O)[O-])cc2)cc1OC	10	-1	-2	-0.4	2	-2	i	10	-4
CCOc1ccccc1NC(=O)COC(=O)c1cnc(C)cn1	2	-1	-4	0.3	4	-4	i	-4	-1
O=S(=O)(CC=CCS(=O)(=O)c1ccccc1)c1ccccc1	6	3	-6	0.8	4	-1	i	-13	-1
CN(C)c1ccc(/C=C/C(=O)c2ccc(C(C)(C)C)cc2)cc1[N+](=O)[O-]	-1	0	74*	0.7	1	-4	i	-9	8
C/C(CC(=O)Nc1cccc2c1CCCC2)=N\NC(=O)c1cccc2ccccc12	4	3	8	-0.1	-1	-2	i	-12	-7
NC(=O)c1ccc(Cn2c(C(=O)c3cc(Cl)c(N)c(Cl)c3)c3ccccc3[n+]2[O-])cc1	15	5	-9	0.8	-1	1	i	3	8
Cc1ccc(S(=O)(=O)NCC(c2ccco2)N2CCc3ccccc3C2)cc1 (configuration not stated)	-1	-1	25	-0.1	-1	-2	i	-11	1
Cc1ccc(C(=O)N2CCCN(c3nc4cc5c(cc4cc3C#N)OCO5)CC2)cc1	-4	-33	-9	1.3	-2	-6	i	73*	3

Part of the list above with just FAS TE block, SKN-1 inh and NRP1-CendR mod.
structure,FAS TE block,SKN-1 inh,NRP1-CendR mod
C/C(CC(=O)Nc1cccc2c1CCCC2)=N\NC(=O)c1cccc2ccccc12,8,-7,4
CCOc1ccccc1NC(=O)COC(=O)c1cnc(C)cn1,-4,-1,2
CN(C)c1ccc(/C=C/C(=O)c2ccc(C(C)(C)C)cc2)cc1[N+](=O)[O-],74*,8,-1
Cc1ccc(C(=O)N2CCCN(c3nc4cc5c(cc4cc3C#N)OCO5)CC2)cc1,-9,3,-4
C[C@H](NC(=O)c1ccccc1)C(=O)OCC(=O)Nc1ccc(Cl)cn1,-4,16,-1

(list continues)
SMILES	NRP1-CendR mod	MT1-MMP act inh	FAS TE block	MsrA inh	Rin1-Abl PPI inh	bovine MsrA act	Neddyl block	E coli Lon inh	SKN-1 inh
CSc1nnc([C@@H]2CCCN2C(=O)OC(C)(C)C)o1	-4	3	-3	0.1	-4	-7	i	-9	-2
CN1CCN(C2CN(Cc3ccc([N+](=O)[O-])cc3)S(=O)(=O)C2)CC1 (configuration not stated)	-8	3	-6	0.0	-3	-2	i	-1	-1
COc1ccccc1N1CCN(C(c2cccs2)C(C)NC(=O)c2cccnc2)CC1 (configuration not stated)	0	8	-3	0.3	4	0	i	1	8
COc1cc(C(=O)Nc2ccc3nc(N4CCOCC4)sc3c2)cc(OC)c1OC	20	9	1	0.3	-1	-2	i	7	2
CC(C)c1ccc(NC(=O)c2cnn(-c3ccccc3)c2NC(=O)c2ccco2)cc1	18	4	11	0.1	0	-5	i	-5	-15
COC(=O)[C@@]12C[C@@H](CC(=O)NCc3cccc(C(F)(F)F)c3)C(=O)N(Cc3ccco3)C1=CCC(C)(C)C2	9	-5	.	-1.5	.	.	i	.	4
